Screens (PubChem BioAssay)
A3A deaminase: APOBEC3A ssDNA deaminase inhibitors, primary screen, selectivity assay for APOBEC3G inhibitor project, biochemical, FAM/TAMRA oligo cleavage fluorescence; DNA dC->dU-editing enzyme APOBEC-3A (Homo sapiens), P31941; recombinant A3A, FAM/TAMRA ssDNA deamination fluorescence; inhibition, % at 20 µM; 330,000 compounds, 0.41% hits;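 active = at least 40% inhibition at 20 µM here, with at most 30% in a related deaminase screen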;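 note: plate controls were A3A with DMSO for no effect and wells lacking A3A enzyme for full effect; some results filed as inactive read as strong as hits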
Target sequence (P31941 whole entry, looked up): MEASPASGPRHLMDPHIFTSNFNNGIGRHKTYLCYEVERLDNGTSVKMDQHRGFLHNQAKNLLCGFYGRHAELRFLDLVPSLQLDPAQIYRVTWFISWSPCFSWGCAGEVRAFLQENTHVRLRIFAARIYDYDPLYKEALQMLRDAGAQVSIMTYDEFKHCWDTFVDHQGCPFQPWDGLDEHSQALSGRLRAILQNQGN
NALP3 yeast inh: NALP3 inflammasome inhibitors in reconstituted yeast, primary screen, luminescence, uHTS; Yeast reconstituted NLRP3/ASC/caspase-1, beta-gal luminescence, 24 h; inhibition, % at 10 µM; 330,000 compounds, 0.39% hits; AID 2825, 2010;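 active = inhibition of 50% or more; inactive = inhibition below 50%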;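 note: plate controls were induced DMSO wells for no effect and uninduced yeast grown without galactose for full effect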
mIAP act: activators of mouse IAP, primary screen, biochemical, luminescence, uHTS; intestinal alkaline phosphatase [Mus musculus]; muIAP, CDP-Star luminescence, 30 min; hits give high values; 1 = vehicle-only enzyme signal, 0 = enzyme-free wells; activation factor at 10 µM; 330,000 compounds, 0.24% hits;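 active = activation factor of at least 2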; note: the source names both 10 and 20 µM as test concentration; values of inactives mirror those of a sister screen read the other way
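System: Mouse IAP enzyme | Also added: CDP-Star substrate | Dosing: Compounds dispensed in DMSO | Schedule: 30 min enzyme-substrate-compound incubation at room temperature | Technique: Chemiluminescence readout | Control set: DMSO-only wells and no-enzyme negative control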
mIAP inh: inhibitors of mouse IAP, primary screen, biochemical, luminescence, uHTS | intestinal alkaline phosphatase [Mus musculus] | purified mouse IAP, CDP-Star luminescence, 30 min | inhibition, % at 10 µM | 330,000 compounds, 0.2% hits | AID 2806, 2010;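 active = inhibition of at least 40% at 10 µM in the primary screen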;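 note: plate controls were DMSO with enzyme for no effect and no enzyme wells for full effect; values of inactives mirror those of a sister screen read the other way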
beta cell repl: inducers of MIN6 beta-cell proliferation, primary screen, ATP luminescence, uHTS. MIN6 cells proliferation, ATPlite luminescence, 48 h; cells starved in 0.2% serum; 100% = growth in 10% serum. 330,000 compounds, 0.29% hits. proliferation, % at 10 µM;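 active = compounds whose signal lies at least 3.5 SD above the mean of all wells on their plate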;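 note: 0% = DMSO-treated cells in low-serum medium and 100% = 10% serum control; some compounds called inactive have numbers as strong as hits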
tim10-1 inh: growth inhibitors of tim10-1 mutant yeast, primary screen, luminescence, uHTS; 330,000 compounds, 2.2% hits; S. cerevisiae tim10-1 ts strain growth, BacTiter-Glo, 24 h; AID 463190, 2010; inhibition, % at 20 µM;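 active = inhibition of at least 40%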;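 note: mutant grown at 25 °C; 0% = DMSO wells with yeast and 100% = wells holding no yeast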
TIM10 inh: growth inhibitors of isogenic TIM10 control yeast, primary screen, counter-screen for tim10-1 yeast inhibitor project, luminescence, uHTS | S. cerevisiae TIM10 strain growth, BacTiter-Glo luminescence, 24 h | inhibition, % at 10 µM | 330,000 compounds, 1.4% hits;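 active = inhibition of 40% or more at the single tested concentration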;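 note: wild-type TIM10 isogenic control strain grown at permissive 25 °C; 0% = DMSO yeast wells and 100% = minimal medium wells without yeast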
A3G deaminase: APOBEC3G DNA deaminase inhibitors, primary screen, biochemical, fluorescence, single-stranded DNA substrate, uHTS; 330,000 compounds, 0.28% hits; recombinant A3G, ssDNA deamination FAM/TAMRA fluorescence; inhibition, % at 20 µM;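 active = inhibition of at least 40% at 20 µM, with no more than 30% in the related APOBEC3A deaminase screen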;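 note: plate controls were DMSO wells with A3G for no effect and wells lacking A3G enzyme for full effect; some compounds called inactive have numbers as strong as hits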
hIAP inh: human IAP inhibitors, primary screen, biochemical, luminescence, uHTS; Intestinal-type alkaline phosphatase (Homo sapiens), P09923; purified IAP, CDP-Star luminescence, 30 min; inhibition, % at 10 µM; 330,000 compounds, 0.12% hits; AID 2544, 2010;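 active = inhibition reaching a set limit with compound at 10 µM in the primary screen, cut at about 35% in these data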;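 note: plate controls were DMSO wells with enzyme for no effect and no-enzyme buffer wells for full effect; values of inactives mirror those of a sister screen read the other way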
Target sequence (P09923 whole entry, looked up): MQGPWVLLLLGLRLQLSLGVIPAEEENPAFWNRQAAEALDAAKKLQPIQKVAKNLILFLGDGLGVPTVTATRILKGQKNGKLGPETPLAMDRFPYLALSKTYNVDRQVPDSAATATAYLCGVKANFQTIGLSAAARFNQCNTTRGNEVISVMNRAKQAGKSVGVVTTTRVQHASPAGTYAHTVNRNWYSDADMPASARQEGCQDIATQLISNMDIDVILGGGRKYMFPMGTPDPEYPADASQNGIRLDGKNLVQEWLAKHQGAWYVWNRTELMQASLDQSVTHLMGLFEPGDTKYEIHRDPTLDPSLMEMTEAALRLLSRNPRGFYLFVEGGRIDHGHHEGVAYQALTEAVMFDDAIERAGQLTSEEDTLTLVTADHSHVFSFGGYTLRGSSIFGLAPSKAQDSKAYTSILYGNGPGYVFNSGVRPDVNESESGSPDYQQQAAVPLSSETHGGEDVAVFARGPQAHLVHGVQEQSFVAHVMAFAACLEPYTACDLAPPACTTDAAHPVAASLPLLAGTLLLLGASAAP
Starred values were filed as active, the others as inactive; / = not tested or not shown.

canonical_smiles,A3A deaminase,NALP3 yeast inh,mIAP act,mIAP inh,beta cell repl,tim10-1 inh,TIM10 inh,A3G deaminase,hIAP inh
CCO[C@H]1OC(C(=O)N2CCN(Cc3ccc4c(c3)OCO4)CC2)=C[C@@H](c2ccc(C(F)(F)F)cc2)[C@@H]1CCCO,4,15,1.1,-10,-7,25,12,7,11
C=CCC[C@@H](Cc1ccc(F)cc1)C(=O)OC[C@@H](Cc1c[nH]c2ccccc12)NC(=O)[C@H](CC=C)CC(=O)N[C@H](CO)Cc1ccccc1,-2,6,1.1,-6,-4,-12,-20,-8,4
O=C(c1cc(Sc2cccc(Cl)c2)nc2ccccc12)N1CCN(c2ccccn2)CC1,1,15,0.86,14,-6,1,22,-5,16
CC1CCN(c2ccc(/C=N/n3nnnc3N)cc2[N+](=O)[O-])CC1,-1,24,0.84,16,1,-24,-6,-6,-18
COC(=O)N/N=C/c1cc(Cl)cc(Cl)c1OCc1ccccc1F,-3,24,0.91,9,0,5,22,-5,7
CCN(CC)C(=O)N1CCN(Cc2ccc3c(c2)OCO3)CC1,-2,16,1.1,-6,-3,8,7,-9,9
COc1ccc(CCN=C(N)NS(=O)(=O)c2ccc3ccccc3c2)cc1,-5,5,1.2,-20,0,25,1,-9,-7
CC1(C)CC(CCC(=O)Nc2ccccc2Cl)C(=O)O1 (stereo not given),4,16,1,-2,-3,12,2,-3,3
Cc1ccc(C(=O)OCC(=O)N(C)C2CCS(=O)(=O)C2)cc1S(=O)(=O)N1CCOCC1 (stereo not given),9,5,0.99,1,-1,-17,-2,-5,6
CCc1nc2ccc(C(=O)N3CCN(c4cccc(OC)c4)CC3)cc2nc1CC,-6,10,0.86,14,1,46*,24,-9,-12

Next structures:
canonical_smiles,A3A deaminase,NALP3 yeast inh,mIAP act,mIAP inh,beta cell repl,tim10-1 inh,TIM10 inh,A3G deaminase,hIAP inh
COc1ccc(-c2nn(CCC(=O)O)cc2CCC(=O)O)cc1,5,17,1.2,-17,-1,6,2,2,4
Cc1ccc(CN2CCN(Cc3cn[nH]c3C3CCCCC3)CC2CCO)cc1 (stereo not given),3,10,1,-2,-2,-10,15,0,-8
C#CCOCCOCCOCCNc1nc(N2CCN(C(=O)[C@H](CCCN=C(N)N)n3cc(C(N)[C@@H](C)CC)nn3)CC2)nc(N2CCN(C(=O)[C@H](CO)n3cc([C@@H](N)C(C)C)nn3)CC2)n1 (stereo not given in full),-1,11,0.99,1,-2,0,10,-2,-13
CC(c1ccc(O)cc1)(c1ccc(O)cc1)c1ccc(CCBr)cc1,-3,14,0.96,4,-7,-40,6,-5,3
CCOc1ccc(S(=O)(=O)NCc2cccs2)cc1C(C)C,-2,11,1.1,-8,1,17,-1,-8,10
C[C@]12CC[C@@H]3c4ccc(O)cc4CC[C@H]3[C@@H]1CC[C@@H]2O,-1,38,1.1,-8,-6,1,-3,-3,10
COc1ccc(CNC(=O)c2ccccc2SCC(=O)NCc2ccco2)cc1,-2,2,0.95,5,11,4,13,-6,20
Cc1ccc(N2C(=O)/C(=C\c3ccco3)SC2=S)cc1,17,13,0.45,55*,-2,11,-29,5,7
O=C(NC(=S)Nc1ccc2[nH]c(=O)[nH]c2c1)c1cc(Br)ccc1Cl,-3,-4,0.96,4,1,10,-18,3,-7
CCCn1c(SCC(=O)NC(=O)NC(C)(C)C)n[nH]c1=O,1,14,1,-4,-2,-13,-4,-5,7

Ten structures out of the list, sorted by molar mass, falling.
canonical_smiles,A3A deaminase,NALP3 yeast inh,mIAP act,mIAP inh,beta cell repl,tim10-1 inh,TIM10 inh,A3G deaminase,hIAP inh
CCO[C@H]1OC(C(=O)N2CCN(Cc3ccc4c(c3)OCO4)CC2)=C[C@@H](c2ccc(C(F)(F)F)cc2)[C@@H]1CCCO,4,15,1.1,-10,-7,25,12,7,11
O=C(c1cc(Sc2cccc(Cl)c2)nc2ccccc12)N1CCN(c2ccccn2)CC1,1,15,0.86,14,-6,1,22,-5,16
O=C(NC(=S)Nc1ccc2[nH]c(=O)[nH]c2c1)c1cc(Br)ccc1Cl,-3,-4,0.96,4,1,10,-18,3,-7
COc1ccc(CNC(=O)c2ccccc2SCC(=O)NCc2ccco2)cc1,-2,2,0.95,5,11,4,13,-6,20
CCc1nc2ccc(C(=O)N3CCN(c4cccc(OC)c4)CC3)cc2nc1CC,-6,10,0.86,14,1,46*,24,-9,-12
Cc1ccc(CN2CCN(Cc3cn[nH]c3C3CCCCC3)CC2CCO)cc1 (stereo not given),3,10,1,-2,-2,-10,15,0,-8
COc1ccc(CCN=C(N)NS(=O)(=O)c2ccc3ccccc3c2)cc1,-5,5,1.2,-20,0,25,1,-9,-7
CCOc1ccc(S(=O)(=O)NCc2cccs2)cc1C(C)C,-2,11,1.1,-8,1,17,-1,-8,10
CCCn1c(SCC(=O)NC(=O)NC(C)(C)C)n[nH]c1=O,1,14,1,-4,-2,-13,-4,-5,7
CC1(C)CC(CCC(=O)Nc2ccccc2Cl)C(=O)O1 (stereo not given),4,16,1,-2,-3,12,2,-3,3

(further entries)
canonical_smiles,A3A deaminase,NALP3 yeast inh,mIAP act,mIAP inh,beta cell repl,tim10-1 inh,TIM10 inh,A3G deaminase,hIAP inh
CCn1cnc2c1c(=O)n(Cc1ccc(C(=O)OC)cc1)c(=O)n2Cc1ccccc1,-4,32,0.98,2,2,4,-10,-11,16
CC(C)c1ccc(/C=C/C(=O)Nc2ccc(CN3CCOCC3)cc2)cc1,-4,25,0.86,14,-1,-14,-33,-4,2
O=C(N/C(=C/c1cccnc1)C(=O)N1CCCCCC1)c1ccccc1,-4,17,0.89,11,1,-21,7,-10,10
CC12CCC(=O)N1C(C(=O)Nc1ccccc1F)CS2 (stereo not given),2,23,0.98,2,5,2,-1,-3,-10
CN(C)c1ccc(NC(=O)Nc2ccc3c(c2)nnn3C)cc1,3,15,1.1,-6,-2,-8,1,-6,4
COc1ccc(CC(=O)N[C@@H]2c3cc(OC)c(OC)cc3C[C@H]2OCc2ccccc2)cc1,3,/,1.3,-38,/,15,-2,0,/
O=C(NCCc1ccccc1)C1CC(c2ccccc2O)=NO1 (stereo not given),-5,18,1,-2,0,-9,-4,-8,14
Cc1[nH]nc(NNC(=O)c2ccccc2)c1[N+](=O)[O-],4,15,0.66,34,-2,8,-10,8,0
Cc1cccc(-c2cc3nc(C)cc(N4CC(C)CC(C)C4)n3n2)c1 (stereo not given),-2,18,1,-3,-4,22,13,-3,-2
Cc1nnc(SCC(=O)NNC(=O)CC#N)[nH]c1=O,-1,-1,0.9,10,-3,-8,-2,-2,-7

Following part:
canonical_smiles,A3A deaminase,NALP3 yeast inh,mIAP act,mIAP inh,beta cell repl,tim10-1 inh,TIM10 inh,A3G deaminase,hIAP inh
CCOc1ccc(OCC)c(NC(=O)c2ccc(CNc3c(N4CCOCC4)c(=O)c3=O)cc2)c1,0,17,0.95,5,-2,-10,-12,-5,3
COC(=O)c1ccc(/C=C(\C#N)c2ccccn2)cc1,-2,63*,0.81,19,-4,-3,-7,-5,-11
CCOc1ccccc1NC(=O)C(C)CC (stereo not given),1,-2,1,-1,1,2,6,-6,9
CCCNC(=O)c1onc(CSc2ccc(F)cc2)c1C(=O)NC(C)C,-5,17,0.97,3,2,13,6,-9,17
Cc1nn(Cc2ccc(F)cc2)c(C)c1NC(=O)c1cc(-c2ccco2)on1,5,9,1.1,-5,-1,2,3,8,-8
C=CCNc1nc(Nc2ccc(-c3nc4ccccc4o3)cc2)nc(N2CCOCC2)n1,-2,12,0.99,1,-5,2,-13,-8,-9
CCOc1ccccc1N(CC(=O)Nc1ccc(OC)cc1OC)S(=O)(=O)c1ccccc1,-6,7,1.2,-16,-3,16,11,-1,-42
Cc1[nH]n(S(=O)(=O)c2ccccc2)c(=O)c1N=Nc1cccc(Cl)c1,5,21,0.95,5,-2,6,-8,-1,-31
Clc1ccc(OCc2nnc(SCCN3CCCCC3)n2Cc2ccco2)cc1,-3,8,0.98,2,-5,-2,6,-8,-15
COc1ccccc1OCCOc1ccc(/C=C2/C(=N)N3OC(C)=CC3=NC2=O)cc1OC,1,-1,0.88,12,0,-11,-3,6,-4

(further entries)
canonical_smiles,A3A deaminase,NALP3 yeast inh,mIAP act,mIAP inh,beta cell repl,tim10-1 inh,TIM10 inh,A3G deaminase,hIAP inh
COc1ccc(/C=N/NC(=O)c2ccc(CN3C(=O)c4cccc5cccc3c45)cc2)cc1O,-2,20,0.9,10,-4,-13,14,-6,5
O=C1c2cccc3c(N4CCCCC4)ccc(c23)C(=O)N1CCO,-10,-4,1.1,-10,1,46*,28,-11,11
COc1ccc(C2C(C(=O)N3CCN(C)CC3)c3cc(OC)c(OC)cc3C(=O)N2C)cc1 (stereo not given),-1,9,0.97,3,3,1,-11,-5,6
Cc1cc(C)nc(NC(=S)NC(=O)c2ccccc2F)n1,-2,7,1,-2,-2,9,12,-6,-12
O=C(CSc1ccc(-c2cccnc2)nn1)N1CCCc2ccccc21,1,-3,1,-4,-1,-5,0,-4,2
O=C(CC(=O)NCc1ccc(Cl)cc1)NCc1ccc(Cl)cc1,2,-7,1,-1,0,-7,-12,-5,-6
CS(=O)(=O)N1Cc2ccccc2CC1C(=O)OCC(=O)NCCc1ccc(S(N)(=O)=O)cc1 (stereo not given),0,3,1,-4,1,-1,-3,-1,-12
COc1cccc(OC)c1C(=O)Nc1nc(-c2ccccc2)cs1,-3,16,1,-2,0,26,-1,2,-10
Cc1cccc(NC(=O)CSCC(=O)NCc2ccco2)c1,3,7,0.98,2,2,6,9,-2,2
COc1ccc(C(CC(=O)O)N2Cc3ccccc3C2=O)cc1 (stereo not given),2,1,0.95,5,-3,5,1,3,2

Other results
canonical_smiles,A3A deaminase,NALP3 yeast inh,mIAP act,mIAP inh,beta cell repl,tim10-1 inh,TIM10 inh,A3G deaminase,hIAP inh
CC1(C(=O)O)CCC(C(=O)NCCc2ccccc2)C1(C)C (stereo not given),-2,7,1.1,-9,2,13,4,3,-3
Cc1nn(CC2CC2)c(=O)n1-c1ccc(Oc2ccccc2)cc1,-6,14,1.1,-7,-3,31,-6,-5,-14
CC1CC(C)CN(CC(=O)c2c[nH]c3ccccc23)C1 (stereo not given),12,4,1,-2,0,10,9,4,-1
CCCSCCCNC(=O)Cn1c(=O)c2cccn2c2ccccc21,-5,14,0.99,1,2,6,14,-10,1
COc1cccc(C(=O)COc2ccc3ccc(=O)oc3c2)c1,-7,20,0.99,1,-3,-2,2,-9,-30
CC1=C/C(=N\NC(=O)c2cccs2)CC(C)(C)C1,2,9,0.92,8,1,13,6,-1,-29
Cn1c(=O)n(C)c2cc(N3CCOCC3)c(NC(=O)c3cccc(Cl)c3)cc21,0,15,1,-1,2,20,9,0,-2
